Screens from PubChem BioAssay.
Luciferase inh: Firefly luciferase inhibition profiling of diverse chemical library using quantitative high-throughput screening | AID 1347043, 2019 | Potency, µM (top dose mostly 115 µM), inactives show top-dose activity change, negative = inhibition, actives largely listed as inhibitors | purified P. pyralis luciferase, luminescence, biochemical | 76,000 tested, 2.5% active; further: potency means the concentration at half of the fitted maximal effect; nearly all actives have a fitted effect of over 65% in size
Target sequence (P08659 whole entry, looked up): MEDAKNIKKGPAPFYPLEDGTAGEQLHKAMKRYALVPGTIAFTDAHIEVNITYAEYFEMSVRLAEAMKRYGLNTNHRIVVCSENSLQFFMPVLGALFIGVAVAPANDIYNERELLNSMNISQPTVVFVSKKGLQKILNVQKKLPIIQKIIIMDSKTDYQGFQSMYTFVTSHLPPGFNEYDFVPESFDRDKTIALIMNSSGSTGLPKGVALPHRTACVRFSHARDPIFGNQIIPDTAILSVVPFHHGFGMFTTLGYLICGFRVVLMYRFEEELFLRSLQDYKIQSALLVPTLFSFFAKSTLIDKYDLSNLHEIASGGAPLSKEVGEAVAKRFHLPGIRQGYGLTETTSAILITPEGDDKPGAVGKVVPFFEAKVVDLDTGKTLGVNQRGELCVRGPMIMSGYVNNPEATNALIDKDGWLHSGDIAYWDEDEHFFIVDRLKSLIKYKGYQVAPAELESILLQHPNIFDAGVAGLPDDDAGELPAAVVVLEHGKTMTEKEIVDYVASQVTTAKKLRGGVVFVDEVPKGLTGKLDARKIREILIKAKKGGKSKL
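Cell-free enzyme assay, 10nM P. pyralis luciferase, luciferin and ATP each at 10uM. Inhibition profiled over a 6-point titration, read as luminescence.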
SNCA expr inhib: Primary qHTS assay for inhibitors of alpha-synuclein gene (SNCA) expression; HEK-293 SNCA-luciferase knock-in, luminescence, 24 h; Potency, µM (doses to about 57.2 µM), for inactives: top-dose activity change, negative = inhibition, usual class: inhibitors; 140,000 tested, 0.17% active;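 further: potency means the concentration at half of the fitted maximal effect; plate controls were DMSO cells for no effect and cell-free wells for full effect; nearly all actives have a fitted effect of over 45% in size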
IP6K1 inh: Primary qHTS assay for small molecule inhibitors of Inositol hexaphosphate kinase 1 (IP6K1). IP6K1 kinase, ADP-Glo luminescence, 2 h; stronger effect = lower value. activity change, % (series mostly up to about 58 µM). Inositol hexakisphosphate kinase 1 (Homo sapiens), Q92551. 140,000 tested, 0.81% active; in the data active means activity change below about -25%
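ADP-Glo luminescence measures ADP made by human IP6K1 during a 2 h RT reaction with ATP/IP6 (mix at 1.3 mM/130 uM); top library doses 57.5 and 19.1 uM final.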
GPT2 inhibitor: Primary qHTS assay for inhibitors of Glutamate pyruvate transaminase 2 (GPT2); Alanine aminotransferase 2 (Homo sapiens), Q8TD30; Recombinant GPT2, coupled pyruvate oxidase/HRP Amplex Red fluorescence; Potency, µM (top dose mostly 57.7 µM), for the others: top-dose activity change, negative = inhibition, hits mostly inhibitors; 100,000 tested, 0.25% active; AID 1671188, 2021; further: potency means the concentration at half of the fitted maximal effect; nearly all actives have a fitted effect of over 60% in size; many of its hits are not listed in these tables
Target sequence (Q8TD30 whole entry, looked up): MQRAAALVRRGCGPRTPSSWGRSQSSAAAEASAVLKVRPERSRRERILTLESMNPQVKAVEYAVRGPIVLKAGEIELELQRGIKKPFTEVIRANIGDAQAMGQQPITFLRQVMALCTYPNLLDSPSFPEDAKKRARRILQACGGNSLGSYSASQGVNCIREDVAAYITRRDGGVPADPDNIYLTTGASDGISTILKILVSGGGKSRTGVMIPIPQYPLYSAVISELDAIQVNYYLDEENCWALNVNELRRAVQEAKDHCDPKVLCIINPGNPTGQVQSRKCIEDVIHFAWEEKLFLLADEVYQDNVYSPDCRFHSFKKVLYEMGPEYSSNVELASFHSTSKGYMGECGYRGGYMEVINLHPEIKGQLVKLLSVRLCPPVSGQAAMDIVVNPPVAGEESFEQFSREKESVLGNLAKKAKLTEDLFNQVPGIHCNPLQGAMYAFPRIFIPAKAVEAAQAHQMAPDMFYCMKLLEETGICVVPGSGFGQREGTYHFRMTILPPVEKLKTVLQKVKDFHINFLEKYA
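Inhibition is scored from Amplex Red fluorescence generated when pyruvate oxidase and HRP act on pyruvate released by GPT2. Reactions contain 10ng/uL enzyme, 250uM a-KG and 2mM L-alanine and run 30 min at room temperature.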
3T3 cytotox: Cytotoxic Profiling in NIH 3T3 Cell Line of Diverse Libraries Using Quantitative High-Throughput Screening. NIH 3T3 viability, CellTiter-Glo ATP luminescence, 48-72 h. Potency, µM (doses to about 96.7 µM), for the others: at the highest dose activity change, negative = cytotoxicity, usual class: inhibitors. 94,000 tested, 4.3% active. AID 1345082, 2018; further: potency means the concentration at half of the fitted maximal effect; nearly all actives have a fitted effect of over 55% in size
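Cells were seeded at 400 per well, treated with pin-transferred compound, and kept 48 or 72 hr at 37 °C before CellTiter-Glo addition and luminescence imaging of cellular ATP.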
SNCA viab count: GF-AFC viability counterscreen for inhibitors of alpha-synuclein gene (SNCA) expression | Potency, µM (highest dose often 57.1 µM), without a hit: top-dose activity change, negative = cytotoxicity, most hits filed as cytotoxic | 150,000 tested, 0.12% active | HEK-293-SNCA-luc viability, GF-AFC fluorescence, 24 h;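 further: potency means the concentration at half of the fitted maximal effect; 0% = DMSO-treated cells and -100% = medium-only wells without cells; nearly all actives have a fitted effect of over 30% in size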
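HEK-293-SNCA-luc cells (1500/well) plated 24 h, then exposed 24 h to a dilution series; GF-AFC added 30 min at 37C, fluorescence 405/540 nm; normalised to medium-only and DMSO wells, Hill fit.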
HEK293 tox: Cytotoxic Profiling in HEK 293 Cell Line of Diverse Libraries Using Quantitative High-Throughput Screening | HEK 293 viability, ATP luminescence (CellTiter-Glo), 48-72 h | Potency, µM (doses to about 115 µM), without a hit: at the top dose activity change, negative = cytotoxicity, hits mostly inhibitors | 94,000 tested, 6.6% active; further: potency means the concentration at half of the fitted maximal effect; nearly all actives have a fitted effect of over 60% in size
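Pintool-delivered compounds were incubated with HEK 293 cells (250 cells/well) at 37 degree Celsius for 48 or 72 hr. ATP-dependent luminescence (CellTiter-Glo) then reported remaining viable cells.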
* = called active by the depositor; i = inactive; ? = inconclusive; . = not tested or not shown; [ ] = remark or other dose. Unless noted, the call rests on the fitted dose curve; in most records, active means well fitted curve in the direction sought with a large enough effect; inconclusive means small, poorly fitted or top-dose-only effect, or another doubt; inactive means no such curve, though single readings can be large; an effect the other way counts as inactive or inconclusive. Unless noted, on the % scale 0 is the no-effect control and ±100 the full control effect.

Structure	Luciferase inh	SNCA expr inhib	IP6K1 inh	GPT2 inhibitor	3T3 cytotox	SNCA viab count	HEK293 tox
CCOc1ccccc1CNC(=O)CSc1n[nH]c(-c2ccccc2Cl)n1	.	?	1.5	.	.	-2.8%	.
N#Cc1ccccc1CN1CCc2nc(N3CCc4ccccc4C3)[nH]c(=O)c2CC1	0.8%	0.4%	3.1	i	3.6%	-1.5%	-2.5%
Cc1noc2c(N3CCNC(=O)C3)cc(-c3cccc(C(F)(F)F)c3)nc12	1.4%[172 µM]	?	-3.1	3.7%[88.5 µM]	?	12.6%[87.6 µM]	?
Cc1cccc(N2C(=O)CSC23C(=O)N(C)c2ccccc23)c1 (centres undefined)	.	1.4%	-2.9	.	.	-16.5%	.
N#Cc1cc([N+](=O)[O-])c2sc(C(N)=O)[n+]([O-])c2c1	.	-26.4%	.	12.6µM*	.	-7.1%	.
CN1c2cc(C(=O)Nc3ccc(C(F)(F)F)cc3)ccc2C(=O)N2CCCCC21 (centres undefined)	-31.0%	-9.1%	-0.5	i	-26.8%	8.1%[12.5 µM]	?
O=C(c1ccoc1)N1CCCN(Cc2ccc3c(c2)OCO3)c2ccccc21	.	-19.8%	8.3	-9.4%	?	-8.4%	?
CN1CCC(Cc2nc(CC3C=CS(=O)(=O)C3)n(CCO)n2)CC1 (centres undefined)	0.0%	-4.6%	3.9	i	1.4%	1.5%	?
COc1ccc(C)cc1S(=O)(=O)NCC(c1cccs1)S(=O)(=O)c1ccc(C)cc1 (centres undefined)	.	-2.9%	2.5	.	.	-10.8%	.
O=C(NC[C@H]1OC[C@@H](NC2CCC2)[C@@H]1O)c1cccs1	-5.6%[172 µM]	4.1%[87.6 µM]	-3.4	i	i	6.2%[87.6 µM]	i
COCc1cc(C[C@@H]2CC[C@H](O)[C@@H](CNS(=O)(=O)c3ccccc3)O2)no1	1.3%[172 µM]	-5.1%[87.6 µM]	-2.1	-18.1%[88.5 µM]	-18.9%[174 µM]	1.6%[87.6 µM]	-9.4%[172 µM]
COc1ccc(C[C@H](NC(=O)C2=C[C@@H](Oc3cc(F)ccc3Br)[C@H](O)[C@H](O)C2)C(N)=O)cc1	-3.4%	-8.3%	3.5	1.7%	i	6.3%	i
CCOC(=O)C1=CN(CC(=O)Nc2cccc(C)c2C)S(=O)(=O)N=C1C	2.4%	-11.4%	-5.6	-0.2%	-6.7%	-0.7%	?
O=C(c1ccco1)N1CCN(C2CCC3(CCNCC3)CC2)CC1	-5.2%	0.2%	10.1	4.0%	-11.5%	-1.0%	-15.7%
O=C1CCN(C[C@@H](O)COCc2ccccc2)c2cc3c(cc2CN1C1CCCC1)OCO3	.	.	14.9	.	?	.	?
COc1ccc(OCc2nc(C)c(CCO)c(=O)n2CC(=O)NCc2ccc(F)cc2)cc1	4.1%	-12.6%	-13.0	4.5%	-7.4%	-0.3%	4.5%
CN(CC1CCOCC1)C(=O)Nc1ccc(Cl)cc1	?	18.9%	14.5	i	-16.8%	5.5%	-15.3%
O=C(/C=C\c1ccc2c(c1)OCO2)NC1CC(=O)N(c2ccccc2)C1 (centres undefined)	.	?	-0.7	.	.	-16.1%	.
COc1ccc(NC(=O)c2oc3ccccc3c2NC(=O)Cc2coc3cc(C)ccc23)cc1	.	15.2%	-6.4	.	.	2.6%	.
COc1ccc(NC(=O)CCn2cnc3onc(-c4ccc(F)cc4)c3c2=O)cc1OC	.	?	-6.6	.	.	?	.
N#Cc1ccccc1CN1CCCC(C(=O)NCc2ccccc2)CCNC(=O)CC1 (centres undefined)	4.6%	-1.0%	2.7	i	-11.4%	-10.9%	i
COc1cccc(-c2cc3c(=O)n(CC(O)c4ccccc4)ccn3n2)c1 (centres undefined)	3.55µM*	44.0%[activator]	0.0	i	-29.3%	-14.4%	35.5µM*
COc1ccc(C(=O)N2CCC(c3n[nH]c(=O)n3Cc3ccc(C)cc3)CC2)cc1F	2.3%	18.9%	1.1	-3.7%	-6.7%	-2.6%	-4.4%
Cc1ccc(S(=O)(=O)c2nnn3c2nc(N2CCCCC2)c2sccc23)cc1	.	-3.0%	0.0	.	.	0.2%	.
COC[C@H]1C[C@@H](NC(=O)Nc2cccc(-c3noc(C)n3)c2)[C@H](O)[C@@H]1O	-10.0%[172 µM]	4.3%[87.6 µM]	2.3	-2.5%[88.5 µM]	-3.2%[138 µM]	-2.6%[87.6 µM]	4.6%[172 µM]
CN(C)c1ccc(O)c2c1C[C@H]1C[C@H]3[C@H](N(C)C)C(=O)C(C(N)=O)=C(O)[C@@]3(O)C(=O)C1=C2O	.	-38.2%[25.6 µM]	-2.4	?	.	-13.0%[23.9 µM]	.
CC1=C[C@@H](CNC(=O)Cn2cnnn2)[C@H](C(C)C)C[C@H]1Cc1nc2ccc(C)cc2[nH]1	-11.5%[172 µM]	-18.5%[87.6 µM]	8.7	i	?	?	89.1µM*
Cc1ccc(Cl)cc1N1CCN(S(=O)(=O)c2ccc3c(c2)CC(C)N3C(=O)C2CCC2)CC1 (centres undefined)	.	?	8.6	.	.	0.6%	.
Cn1ncc2c(C(=O)N3CCC(N4CCCCC4)CC3)cc(-c3ccccc3C(F)(F)F)nc21	.	.	6.2	.	?	.	?
O=C(N1CCCCC1)N1CCCC1c1nnc2n1CCNC2 (centres undefined)	.	-9.0%	7.5	-10.8%	i	0.1%	i
C[S+](=O)([O-])N1CC2(Cc3ccccc31)CN(C(=O)c1ccccc1F)C2	-5.0%	14.8%	-10.2	i	-13.4%	18.6%	-11.2%
O=c1c2nc(-c3ccsc3)ccc2ncn1-c1ccccc1	?	136.7%[activator][87.6 µM]	2.6	-1.5%[88.5 µM]	?	11.3%[87.6 µM]	-5.9%[172 µM]
Cc1cccc(N2Cc3c(ncnc3N3CCOCC3)CN(C)C2=O)c1	8.0%	4.9%	-8.9	?	-23.9%	?	-12.3%
Cc1cccc(-c2noc([C@@H]3Cc4nc[nH]c4CN3C(=O)C3CCCCC3)n2)c1	56.2µM*	12.8%[87.6 µM]	0.4	i	?	-9.6%[87.6 µM]	?
O=C1CC(c2ccccc2)N(C(=O)CNC(=O)C2(c3ccccc3)CC2)CCCCCCN1 (centres undefined)	-9.1%	-2.9%	1.9	3.4%	-10.1%	-24.2%	2.4%
Cc1ccc(OC2(C(=O)O)CCN(C(=O)c3nc(C)oc3C)CC2)cn1	-4.9%	28.1%	0.0	2.8%	0.1%	-2.1%	-17.2%
O=C1CC2(CCN([S+](=O)([O-])c3cccs3)CC2)Oc2ccccc2N1	-8.7%	5.5%	-0.3	i	?	?	?
CCOC(=O)[C@H]1C[C@]2(CCCCN(CCO)C2=O)N(C(=O)CC2CCCC2)[C@H]1c1ccco1	.	.	-9.2	.	?	.	?
CSc1ccc(-c2cccc(C(=O)NCC(=O)NC(C)C)c2)cc1	.	9.2%[87.6 µM]	-3.8	i	?	-4.2%[87.6 µM]	?
CCCc1noc(-c2ccc(NCc3ccccc3OC)c([N+](=O)[O-])c2)n1	.	30.2%[activator]	3.4	.	.	13.0%	.
Cc1ccc(F)c(S(=O)(=O)N2CCC3(CC2)C(C(=O)O)CC(=O)N3C)c1 (centres undefined)	12.6%	1.0%	4.9	2.3%[11.5 µM]	-4.7%	3.8%	2.1%
COCC(=O)N(C1CCOCC1)C1CCN(C(=O)c2nn(C)c3ccccc23)CC1	9.5%	3.4%	-2.2	i	-3.7%	4.2%	13.2%
CC(C)C(=O)N1CCC(c2nc(-c3cccnn3)no2)CC1	-10.6%	-12.8%	10.9	-20.8%	-26.5%	3.4%	i
CNC(=O)[C@@H]1CN(C(=O)c2sccc2C)C[C@H]1c1n[nH]c(C)n1	-13.8%	-3.2%	4.1	i	-12.1%	-0.4%	-5.4%
Cc1nnc([C@@H]2CC(F)(F)CN2C(=O)COc2ccc(F)cc2)o1	3.9%	?	4.0	-4.8%	-5.6%	6.5%	1.6%
CN1C[C@@H]2CCCN3CCC[C@@H]([C@H]23)[C@H]1CCCC(=O)NCC1CC1	10.2%	-0.7%	0.7	i	2.0%	0.4%	-1.8%
Cc1noc(C)c1Cc1c(C(=O)N2CCC(C3CCNC3)CC2)noc1C (centres undefined)	-11.3%	40.2%[activator]	-2.8	-5.6%	i	4.1%[12.5 µM]	-4.5%
COc1ccc(CN2CCC(n3cc[nH]c3=O)CC2)cc1	9.3%[172 µM]	-22.9%[87.6 µM]	9.2	4.9%[88.5 µM]	-20.9%[138 µM]	-12.8%[87.6 µM]	-23.8%[172 µM]
O=c1[nH]c2cc3c(cc2cc1CN1CC[C@H](O)C1)OCO3	6.2%	7.0%	10.3	i	-15.2%	2.6%	-1.7%
O=C(Cc1noc2ccccc12)N[C@H](C1CCNCC1)C1CC(O)C1 (some centres undefined)	-1.0%	2.1%	7.1	i	-9.1%	6.6%	2.0%
CCN(CC)C(=O)N1CCCCC1c1noc(COc2ccc(F)cc2)n1 (centres undefined)	-7.2%	?	-6.3	-20.1%	-25.4%	-4.2%	?
CN1C[C@@H](NC(=O)CC(C)(C)C)C[C@H]1c1nc(-c2ccc(OC(F)(F)F)cc2)no1	6.9%[172 µM]	-1.3%[87.6 µM]	-13.3	?	-29.8%[174 µM]	-6.0%[87.6 µM]	?
COc1cc(NC(C)CCCN)c2ncccc2c1 (centres undefined)	.	-31.0%[25.6 µM]	16.8	-11.4%	.	-31.4%[23.9 µM]	.
O=C(CC[C@@H]1CNC(=O)[C@@H]2C[C@H](NC(=O)Nc3ccccc3)CN12)NCc1ccccc1	0.4%	-2.8%	-0.3	?	i	8.7%	i
COc1ccc2cc1Nc1ccc(cc1)C[C@H](NCC1CC1)C(=O)N(C)[C@@H](C(=O)Nc1ccccc1)C2	-3.1%	4.9%	14.9	3.0%	-27.9%	0.4%	?
CCOc1ccccc1C(=O)N1[C@@H]2CC[C@H]1CC(NC(=O)c1ccncc1)C2 (some centres undefined)	-4.2%	0.7%	14.3	i	i	-18.2%	-7.0%

The list is partial, so the mix of outcomes need not match the whole.
